Screens from PubChem.
M1 PAM: positive allosteric modulators of human M1 muscarinic receptor | P11229 | CHO-K1 hM1, Fluo-8 calcium fluorescence, ACh EC20; 0% = ACh EC20, 100% = maximal ACh | activation, % at 3 µM | 360,000 compounds, 0.088% hits; in the data active = activation above about 19%, passing the limit was not always enough
Target sequence (P11229 whole entry, looked up): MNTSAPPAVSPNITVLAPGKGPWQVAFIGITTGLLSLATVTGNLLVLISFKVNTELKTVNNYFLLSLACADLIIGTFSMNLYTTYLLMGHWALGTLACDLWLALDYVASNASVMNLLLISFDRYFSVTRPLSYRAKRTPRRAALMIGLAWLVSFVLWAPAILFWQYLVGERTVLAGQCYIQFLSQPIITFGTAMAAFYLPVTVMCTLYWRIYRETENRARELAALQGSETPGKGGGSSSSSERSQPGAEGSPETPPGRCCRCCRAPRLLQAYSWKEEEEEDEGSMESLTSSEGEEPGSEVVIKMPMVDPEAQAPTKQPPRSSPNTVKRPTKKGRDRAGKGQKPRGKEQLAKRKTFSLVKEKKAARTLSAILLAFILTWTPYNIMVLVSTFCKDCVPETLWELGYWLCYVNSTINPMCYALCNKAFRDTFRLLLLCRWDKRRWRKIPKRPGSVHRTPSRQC
M4 antag: antagonists of human muscarinic M4 receptor (CHRM4); P08173; CHO-hM4 cells, ACh EC80, Fluo-8 calcium fluorescence; inhibition, % at 3 µM; 360,000 compounds, 0.73% hits; AID 624125;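 active = inhibition above its plate's cutoff, the mean inhibition of sample wells plus 3 SD, cut at about 27% in these data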;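 note: 0% = acetylcholine EC80 with DMSO and 100% = DMSO without agonist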
Target sequence (P08173 whole entry, looked up): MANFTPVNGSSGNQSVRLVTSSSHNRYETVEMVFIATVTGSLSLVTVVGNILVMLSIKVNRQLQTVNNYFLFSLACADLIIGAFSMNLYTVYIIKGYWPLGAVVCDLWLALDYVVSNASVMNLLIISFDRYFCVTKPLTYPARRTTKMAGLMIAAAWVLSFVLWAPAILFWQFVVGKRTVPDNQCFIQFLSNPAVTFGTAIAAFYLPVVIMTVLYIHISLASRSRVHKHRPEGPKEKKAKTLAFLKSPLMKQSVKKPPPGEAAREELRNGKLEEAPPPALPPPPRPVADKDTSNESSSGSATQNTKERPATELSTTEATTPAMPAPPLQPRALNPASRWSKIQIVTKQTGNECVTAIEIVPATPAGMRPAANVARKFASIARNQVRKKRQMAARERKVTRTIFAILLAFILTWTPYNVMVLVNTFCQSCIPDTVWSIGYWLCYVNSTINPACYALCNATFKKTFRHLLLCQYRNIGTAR
CRFR2-BP ag: CRF-BP/CRF-R2 complex agonism; HEK293 CRF-R2/CRF-BP, calcium dye fluorescence (FLIPR); percent of saturating CRF peptide response; activation, % at 13.2 µM; 350,000 compounds, 0.46% hits; AID 588473;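 active = activation of at least 50%, plus an integration ratio under a set limit after plate pattern correction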;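 note: plate controls were neutral control wells without compound for no effect and CRF at EC100 for full effect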
CHRM4 PAM: positive allosteric modulators of human muscarinic M4 receptor. CHO-K1 hM4/Gqi5, Fluo-8 calcium fluorescence, ACh EC20; 0% = ACh EC20, 100% = maximal ACh. activation, % at 3 µM. 360,000 compounds, 0.4% hits;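 active = activation above its plate's cutoff, the mean activation of sample wells plus 3 SD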; note: some results filed as inactive read as strong as hits
CRFBP-R2 block: antagonists of CRF-binding protein/CRF-R2 receptor complex | HEK293 CRF-R2/CRF-BP, CRF-induced calcium fluorescence | inhibition, % at 11.8 µM | 350,000 compounds, 0.59% hits | AID 588475;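 active = inhibition of the ligand-induced calcium signal above about 50% at the single tested concentration, limit read from the data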
CHRM5 antagonist: CHRM5 antagonism in calcium assay | CHO-hM5 cells, Fluo-8 calcium fluorescence, ACh EC80 | inhibition, % at 3 µM | 360,000 compounds, 0.59% hits | AID 624040;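 active = inhibition above a per-plate cutoff, the mean of that plate's test compounds plus 3 SD, cut at about 27% in these data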;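 note: 0% = acetylcholine EC80 with DMSO and 100% = DMSO without agonist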
M5 ag: agonists of human muscarinic M5 receptor (CHRM5) | AID 624037 | 360,000 compounds, 0.19% hits | CHO-K1 hM5 cells, Fluo-8 calcium fluorescence; 0% DMSO wells, 100% maximal acetylcholine response | P08912 | activation, % at 3 µM;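 active = activation above the run's mean over test compounds plus 3 SD, cut at about 23% in these data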;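 note: signal is peak over basal fluorescence ratio across the kinetic read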
M5 PAM: potentiates acetylcholine response at human M5 receptor; P08912; CHO-K1 hM5, Fluo-8 calcium, ACh EC20 PAM; 0% = ACh EC20, 100% = ACh EC100; activation, % at 3 µM; 360,000 compounds, 0.3% hits; AID 624038;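 active = activation above the run cutoff, the mean activation of all test compounds plus 3 SD, cut at about 18% in these data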
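Probe or stimulus: acetylcholine, EC20 level; Assay system: human M5 receptor in CHO-K1 cells; Schedule: compound preincubation 140 s before EC20 acetylcholine addition; Technique: intracellular calcium via Fluo-8 fluorescence; Dosing: single-point, 3 µM nominal; Read-out basis: percent activation from peak-over-basal fluorescence ratio, scaled EC20-to-EC100 acetylcholine; Repeats: one well per compound, no replicates.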
CHRM4 agonist: CHRM4 agonism in calcium assay. P08173. CHO-K1 hM4/Gqi5, Fluo-8 calcium fluorescence; vehicle 0%, full acetylcholine response 100%. activation, % at 3 µM. 360,000 compounds, 0.14% hits. AID 624127;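 active = activation above the run mean over all test wells plus 3 SD, cut at about 32% in these data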;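 note: peak over basal fluorescence ratio per well then scaled between controls; 0% = DMSO wells and 100% = acetylcholine at EC100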
* = called active by the depositor; / = no result given.

The opening 11 records as a preview:
M1 PAM	M4 antag	CRFR2-BP ag	CHRM4 PAM	CRFBP-R2 block	structure	CHRM5 antagonist	M5 ag	M5 PAM	CHRM4 agonist
-4.0	-2.8	-2.1	0.9	-6.4	CCCC(=O)NC(C)c1nc2ccccc2n1C(C)C (stereo not given)	3.3	0.9	-0.6	-0.5
4.2	1.6	-0.7	-4.7	5.3	COc1ccc(/C=N/n2c(=O)[nH]c3c([nH]c4ccc(Cl)cc43)c2=O)cc1CN1CCCCC1	-2.9	3.3	1.3	0.4
5.0	2.4	-0.1	-8.2	-5.9	Cn1nc(C(=O)Nc2ccccc2)c2c1-c1ccccc1S(=O)(=O)C2	0.1	-3.1	-2.9	2.1
8.0	-0.7	0.7	2.5	1.3	CCc1ccc(N2CN(Cc3cccnc3)CNC2=S)cc1	9.0	-2.7	1.5	1.0
6.3	-0.8	1.6	1.1	-4.9	CCCCN(C(=O)c1oc2ccc(OCC)cc2c1C)c1c(N)n(CC(C)C)c(=O)[nH]c1=O	-1.8	-1.8	0.7	0.8
-2.0	-11.4	-0.8	-8.6	-13.2	Cn1cccc1-c1nc2ccc(NC(=O)c3ccccc3)cc2[nH]1	0.8	1.0	-16.2	10.9
3.0	-5.6	-1.2	0.8	4.6	O=C(CSc1ncnc2c1sc1ccccc12)Nc1ccc(Br)cc1	3.8	0.5	-3.7	0.8
5.2	-10.2	0.5	3.1	-13.0	Cc1cc(C)c(S(=O)(=O)N2CCN=C2c2ccccc2)c(C)c1	-3.9	1.2	-0.6	0.6
4.9	-7.9	0.1	-2.4	-8.3	Cc1ccc(NC(=O)Cn2nc(C(=O)O)c3ccccc3c2=O)c([N+](=O)[O-])c1	9.3	-1.7	-1.8	1.6
-18.3	23.8	2.4	-48.5	-12.5	Cc1cccc2sc(N(CCCN(C)C)C(=O)c3ccc(Cl)s3)nc12	12.3	-17.1	-35.4	7.6
-0.1	2.8	1.3	-4.3	4.2	CCc1ccc(OCC(=O)N2CC(C(=O)OC)Oc3ccccc32)cc1 (stereo not given)	1.9	-4.2	-0.4	2.7

The listing, from the start:
M1 PAM	M4 antag	CRFR2-BP ag	CHRM4 PAM	CRFBP-R2 block	structure	CHRM5 antagonist	M5 ag	M5 PAM	CHRM4 agonist
-4.0	-2.8	-2.1	0.9	-6.4	CCCC(=O)NC(C)c1nc2ccccc2n1C(C)C (stereo not given)	3.3	0.9	-0.6	-0.5
4.2	1.6	-0.7	-4.7	5.3	COc1ccc(/C=N/n2c(=O)[nH]c3c([nH]c4ccc(Cl)cc43)c2=O)cc1CN1CCCCC1	-2.9	3.3	1.3	0.4
5.0	2.4	-0.1	-8.2	-5.9	Cn1nc(C(=O)Nc2ccccc2)c2c1-c1ccccc1S(=O)(=O)C2	0.1	-3.1	-2.9	2.1
8.0	-0.7	0.7	2.5	1.3	CCc1ccc(N2CN(Cc3cccnc3)CNC2=S)cc1	9.0	-2.7	1.5	1.0
6.3	-0.8	1.6	1.1	-4.9	CCCCN(C(=O)c1oc2ccc(OCC)cc2c1C)c1c(N)n(CC(C)C)c(=O)[nH]c1=O	-1.8	-1.8	0.7	0.8
-2.0	-11.4	-0.8	-8.6	-13.2	Cn1cccc1-c1nc2ccc(NC(=O)c3ccccc3)cc2[nH]1	0.8	1.0	-16.2	10.9
3.0	-5.6	-1.2	0.8	4.6	O=C(CSc1ncnc2c1sc1ccccc12)Nc1ccc(Br)cc1	3.8	0.5	-3.7	0.8
5.2	-10.2	0.5	3.1	-13.0	Cc1cc(C)c(S(=O)(=O)N2CCN=C2c2ccccc2)c(C)c1	-3.9	1.2	-0.6	0.6
4.9	-7.9	0.1	-2.4	-8.3	Cc1ccc(NC(=O)Cn2nc(C(=O)O)c3ccccc3c2=O)c([N+](=O)[O-])c1	9.3	-1.7	-1.8	1.6
-18.3	23.8	2.4	-48.5	-12.5	Cc1cccc2sc(N(CCCN(C)C)C(=O)c3ccc(Cl)s3)nc12	12.3	-17.1	-35.4	7.6
-0.1	2.8	1.3	-4.3	4.2	CCc1ccc(OCC(=O)N2CC(C(=O)OC)Oc3ccccc32)cc1 (stereo not given)	1.9	-4.2	-0.4	2.7
8.0	-12.1	-1.0	0.0	10.4	COc1ccc(Cc2nnc(NS(=O)(=O)c3ccccc3)s2)cc1	4.2	0.7	6.8	1.6
5.2	-1.7	-2.3	3.2	10.9	COc1cccc(NS(=O)(=O)c2nc3nc(C)cc(C)n3n2)c1	-0.8	-1.1	2.1	-0.3
-1.6	8.1	-5.0	-6.4	13.5	Cc1ccc(C)c(OCCC(=O)OCC(=O)N2CCN(S(=O)(=O)c3ccc(Cl)cc3)CC2)c1	0.2	4.9	-6.6	6.9
-2.3	6.7	-0.6	-0.1	-0.6	CCn1c(SCc2ccc([N+](=O)[O-])cc2)nnc1C(C)NC(=O)c1ccccc1Br (stereo not given)	3.3	-1.2	-4.8	0.3
5.5	13.3	-2.4	-1.2	-3.4	O=C(NCCOC(=O)c1ccncc1)c1ccccc1	-5.7	0.5	-3.0	0.5
1.4	-3.6	/	-0.3	/	CC1(C(=O)Nc2ccc3[nH]ncc3c2)CCN1C(=O)CCc1ccccc1 (stereo not given)	2.1	1.3	-2.6	3.4
3.5	9.1	0.9	-9.0	0.5	COc1ccc(OC)c(NS(=O)(=O)c2ccc(SC)cc2)c1	2.0	-3.2	-0.3	2.0
3.2	-6.2	-5.1	5.6	-0.2	COc1ccc(CNC(=O)CSc2nc3nc(C)cc(C)n3n2)cc1	-5.7	-1.5	8.2	0.8
0.8	-8.8	3.7	2.0	5.8	Cc1ccc(C)c(OCC(=O)Nc2ccc(C(=O)O)cc2NC(=O)COc2cc(C)ccc2C)c1	6.1	-4.2	0.7	0.5
23.3	4.8	-1.2	2.1	3.2	COc1ccccc1CNC(=O)c1ccc2c(c1)OCO2	4.8	-2.6	-2.3	0.6
/	-0.5	/	3.2	/	COc1ccc(CN2C(=O)CCC2(C)c2nnnn2Cc2ccccc2)cc1 (stereo not given)	12.6	1.9	3.2	1.0
-11.8	9.7	/	-2.9	/	COc1cccc(C(C)(O)c2nc(-c3cc4ccccc4o3)cs2)c1 (stereo not given)	21.7	4.6	-12.4	9.6
-6.7	-6.5	1.1	2.4	3.4	CN1CCN(C(=O)CCN2C(=O)/C(=C/c3ccc(F)cc3)SC2=S)CC1	9.2	-0.1	-4.2	9.4
-7.8	-1.1	-0.9	-7.0	-0.8	COc1cccc(Nc2nc(C)nc3c2oc2ccccc23)c1	4.7	-8.0	-0.1	3.4
3.1	10.9	6.9	-4.4	1.2	Cc1cc(C)n2nc(SCC3COc4ccccc4O3)nc2n1 (stereo not given)	-3.1	-1.5	-1.1	0.5
16.8	-6.5	1.4	-7.6	-3.4	Cc1cc(C)cc(-n2ccn(CC(=O)NCCc3ccccc3)c(=O)c2=O)c1	5.6	-5.4	-0.6	0.4
1.2	7.8	-0.1	-1.1	-12.3	Cc1ccc(S(=O)(=O)N2C[C@H]3C(=O)C[C@@H](c4ccccc4)N(S(=O)(=O)c4ccc(C)cc4)[C@H]3C[C@H]2c2ccccc2)cc1	-1.7	1.4	-0.5	0.7
14.5	-10.1	-0.5	7.0	-8.2	CCN(CC(=O)Nc1ccccc1C(F)(F)F)C(=O)c1ccccc1Cc1ccccc1	2.8	-1.6	-2.0	1.3
1.5	4.8	1.9	1.5	-21.5	CC(=O)Nc1ccc(C23CC4CC(CC(C4)C2)C3)cc1	7.4	8.0	-1.0	1.9
9.7	-7.3	4.2	3.7	-8.5	COc1cc(C2=NOC(C(=O)NCc3cccnc3)C2)cc(OC)c1OC (stereo not given)	4.7	-2.9	0.6	1.2
-10.3	4.3	-1.2	0.2	-11.4	Cc1ccc(-c2cc(-c3ccccc3)nc(Cl)n2)cc1	-8.7	1.7	-1.1	-0.6
22.0	-23.1	5.3	14.2	-14.7	C[C@H](CO)N1C[C@H](C)[C@@H](CN(C)CC2CCCCC2)Oc2c(NC(=O)CCC(F)(F)F)cccc2C1=O	0.5	3.7	8.4	0.1
11.0	0.7	1.6	18.4	1.0	COc1cc(C#Cc2c(-c3cncn3C)n(C)c3ccc(-c4ccc(OC)nc4)cc23)cc(OC)c1	9.3	-4.2	-5.6	-0.4
-13.5	6.4	-0.5	-10.7	-17.3	CC(C)(C)c1ccc(CNc2ccc([N+](=O)[O-])cn2)cc1	0.6	-6.3	-12.4	-0.5
7.2	-0.6	0.0	6.8	18.6	COc1cccc(NC2=NCC(=O)N2Cc2cccs2)c1	4.9	-5.8	-1.2	-1.2
3.4	-5.2	-0.5	2.2	4.5	CN(CC(=O)Nc1ccccc1Cl)C(=O)C1CSC2(C)CCC(=O)N12 (stereo not given)	9.5	1.0	3.4	0.8
1.7	5.7	4.5	-5.5	-14.3	O=C(CCc1nc2ccccc2c(=O)[nH]1)NNC(=O)c1cccc(Cl)c1	2.0	1.3	-2.1	-0.5
-3.5	0.8	-2.1	-2.1	14.5	CCOc1ccc(NC(=O)C(=O)NCC2CCCN2CC)cc1 (stereo not given)	4.7	0.0	-2.4	0.6
-5.1	8.1	2.4	-9.3	17.4	Cc1ccccc1-n1c(SC(C)C(=O)N2CCN(C)CC2)nc2ccccc2c1=O (stereo not given)	-2.5	0.7	-4.7	0.0
-11.2	0.8	-0.5	-8.0	-15.4	Cc1cc(C)n(-c2ccc(C(=O)OCC(=O)c3ccc(Br)s3)cc2)n1	4.6	-9.7	-23.5	2.5
8.7	-2.8	-0.8	1.0	12.1	N/C(=N\OC(=O)c1ccoc1)c1ccc(Br)cc1	-9.4	0.6	5.0	0.9
17.6	1.4	-2.5	12.2	12.5	O=C(C1=C(O)C(=O)N(Cc2ccco2)C1c1cccc([N+](=O)[O-])c1)c1ccco1 (stereo not given)	-5.6	-1.6	7.0	0.7
2.9	7.8	-1.0	8.9	-8.8	CCOC(=O)c1c(C)[nH]c(C(=O)CN2CC(C)OC(C)C2)c1C (stereo not given)	-8.5	1.8	2.9	0.5
4.8	4.7	-4.8	-0.5	10.4	CONC(=O)C1CCN(C(=O)OCc2ccccc2)CC1	3.7	-2.8	0.5	-0.9
-11.1	4.1	1.6	-10.6	-11.1	O=C1CSC(c2cccc([N+](=O)[O-])c2)N1c1ccccc1F (stereo not given)	21.9	-11.1	-17.8	12.4

Rows are unselected; overall some 2.6% were active at least once.
